Source: PubChem
ELG1 genotoxic: inducers of genotoxicity in HEK293T ELG1-luciferase cells; HEK293T ELG1-luciferase reporter, luminescence, 16 h; Potency, µM (series often up to 46 µM), without a hit: at the highest dose activity change, positive = activation, usual class: activators; hit rate 1.3% among 330,000; AID 504466; note: potency is the fitted concentration of half-maximal effect; % of control where 0% means no effect; nearly all actives have a fitted effect of over 60% in size
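Screening used a luciferase reporter fused to human ELG1 in HEK293T cells. Luminescence was read on a CCD plate imager after 16 hr exposure and 30 min ONE-Glo incubation.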
KCNH2 3.1 inh: blocks the human KCNH2 3.1 channel isoform | U2OS KCNH2 3.1, thallium flux FluxOr; stronger effect = lower value | activity change, % (tested at about 1.8 µM) | hit rate 0.95% among 340,000;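 active = maximum activity change below -70%; inconclusive = maximum activity change from -70% to -50%; inactive = maximum activity change above -50%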;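 note: thallium influx rate constant from kinetic fluorescence after stimulation buffer; % is set by controls: 0 for no effect and ±100 for the full control effect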
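Kinetic fluorescence (2 min after stimulation buffer) measures Tl+ influx through KCNH2 3.1 expressed by viral transduction in U2OS cells; the rate constant is normalized against DMSO controls serving as positive and negative references.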
FBPA coupling cs: coupling enzyme interference in Giardia aldolase counter-screen. AID 2472. coupling enzyme system counterscreen, AmpLite Red fluorescence. hit rate 0.67% among 290,000. activity change, negative = inhibition, % at 58.2 µM, hits read low; in the data active = activity change below about -30%; note: % is set by controls: 0 for no effect and ±100 for the full control effect
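First, compound is pin-transferred into glyceraldehyde-3-phosphate coupling-enzyme reagent at 57.5 uM final and held 10 min at RT. Next, substrate, coupling system and AmpLite Red are added. After 20 min RT, fluorescence (525/598 nm) is read.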
uPA generation: blocks generation of uPA at the cell surface | cell surface uPA generation assay, qHTS | Potency, µM (series often up to 38.3 µM), inactives show at the top dose activity change, negative = inhibition, usual class: inhibitors | hit rate 0.31% among 330,000 | AID 540303; active = well fitted inhibition curve with a large enough effect; inconclusive = small, poorly fitted or top-dose-only effect; inactive = no such curve, though single readings can be large or run the other way; tested in mouse RAW 264.7 cells; note: potency is the fitted concentration of half-maximal effect; % is set by controls: 0 for no effect and ±100 for the full control effect; nearly all actives have a fitted effect of over 55% in size
RORg inh: inhibitors of mouse ROR gamma transcriptional activity; AID 2551; Potency, µM (series often up to 53.6 µM), inactives show top-dose activity change, negative = inhibition, hits mostly inhibitors; P51450; hit rate 5.4% among 310,000; Drosophila S2 Gal4-RORgamma UAS-luciferase reporter, 20 h; note: potency is the fitted concentration of half-maximal effect; % is set by controls: 0 for no effect and ±100 for the full control effect; nearly all actives have a fitted effect of over 60% in size
Target sequence (P51450 whole entry, looked up, the tested form may be a part): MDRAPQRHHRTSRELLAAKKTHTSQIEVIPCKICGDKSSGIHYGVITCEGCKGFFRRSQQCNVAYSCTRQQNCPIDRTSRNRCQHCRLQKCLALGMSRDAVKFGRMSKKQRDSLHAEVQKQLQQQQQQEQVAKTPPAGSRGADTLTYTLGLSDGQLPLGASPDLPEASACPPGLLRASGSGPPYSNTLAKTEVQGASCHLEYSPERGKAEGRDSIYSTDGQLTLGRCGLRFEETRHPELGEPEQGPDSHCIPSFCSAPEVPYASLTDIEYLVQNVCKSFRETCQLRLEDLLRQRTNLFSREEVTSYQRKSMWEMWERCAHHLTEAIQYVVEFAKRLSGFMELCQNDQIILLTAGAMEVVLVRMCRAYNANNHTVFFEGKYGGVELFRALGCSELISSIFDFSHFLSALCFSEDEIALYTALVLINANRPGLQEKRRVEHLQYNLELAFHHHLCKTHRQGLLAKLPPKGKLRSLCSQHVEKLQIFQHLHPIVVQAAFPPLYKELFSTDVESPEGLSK
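Schneider cells (Drosophila), stable Gal4 DBD–ROR gamma + UAS-luc; 1 hr cmpd preincubation; Cu2+ induction 700 uM final; 20 hr ambient; luminescence.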
NPC1 prom act: activates the NPC1 promoter; hit rate 2.4% among 320,000; AID 485313; Potency, µM (top dose mostly 9.22 µM), without a hit: top-dose activation, actives largely listed as activators; Huh7 NPC1 promoter luciferase reporter, 24 h;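 note: potency is the fitted concentration of half-maximal effect; % of control where 0% means no effect; nearly all actives have a fitted effect of over 60% in size; reporter is driven by a mutant NPC1 promoter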
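Stably transfected Huh7 (NPC1 promoter→luciferase), 1500 cells/well in Opti-MEM + 10% FBS, 2 h settle, then compound 24 h at 37 °C. Luminescence after 10 min with Amplite reagent.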
Giardia killer: kills Giardia lamblia; hit rate 0.15% among 340,000; AID 540267; activity change, % at 7.66 µM, hits read low; Giardia lamblia trophozoite viability; in the data active = activity change below about -80%; inconclusive = between about -30% and that limit;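 note: parasites exposed to compound for two days anaerobically before the ATP read; % is set by controls: 0 for no effect and ±100 for the full control effect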
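Viability, read as ATP luminescence: trophozoites at 100 cells/well, compound added, 48 hrs anaerobic at 37 deg C, then 15-30 min room-temperature development before reading.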
Tb PFK inh: T. brucei PFK enzyme inhibition. T. brucei PFK, ADP-Glo luminescence. Potency, µM (top dose mostly 57.5 µM), for the others: at the highest dose activity, negative = inhibition, hits mostly inhibitors. hit rate 0.17% among 330,000;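 note: potency is the fitted concentration of half-maximal effect; 0% = uninhibited 1x PFK enzyme wells and -100% = no-enzyme wells; nearly all actives have a fitted effect of over 60% in size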
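PFK 1.25 nM, F6P 0.5 mM, ATP 0.1 mM, 0.1 M TEA pH 8.0, 5 mM MgCl2, 0.01% Tween20, 0.1% BSA; 45 min RT. ADP-Glo readout. qHTS titration up to 57 uM; curves fitted, compounds curve-classed.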
Gal4-VP16 FLuc: inhibits Gal4-VP16 luciferase reporter, ROR gamma counter-screen; Drosophila S2 Gal4-VP16 UAS-luciferase, luminescence, 20 h; Potency, µM (highest dose often 53.6 µM), inactives show at the highest dose activity, negative = inhibition, hits mostly inhibitors; hit rate 3.5% among 310,000; AID 2546;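 note: Gal4-VP16 expression switched on by copper sulfate through the metallothionein promoter; potency is the fitted concentration of half-maximal effect; % is set by controls: 0 for no effect and ±100 for the full control effect; nearly all actives have a fitted effect of over 50% in size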
Rab9 promoter act: Rab9 promoter activation; Potency, µM (highest dose often 9.22 µM), without a hit: at the highest dose activation, negative = inhibition, most hits filed as activators; hit rate 2.8% among 320,000; AID 485297; Huh7 Rab9 promoter-luciferase reporter, luminescence, 24 h; note: potency is the fitted concentration of half-maximal effect; % of control where 0% means no effect; nearly all actives have a fitted effect of over 60% in size
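Huh7 cells stably carrying Rab9 promoter–luciferase reporter, plated 1500 cells/well, compound added after 2 h and incubated 24 h at 37 °C; luciferase luminescence then read after 10 min with detection reagent.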
FLuc counter: counter-screen for miR-21 project: firefly luciferase inhibitors or activators | Potency, µM (series often up to 57.5 µM), inactives show top-dose activity change, negative = inhibition, usual class: inhibitors | purified FLuc, Km substrates, luminescence inhibition | hit rate 6.9% among 360,000 | P08659;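 note: potency is the fitted concentration of half-maximal effect; plate controls were vehicle for no effect and reference inhibitor for full effect; nearly all actives have a fitted effect of over 55% in size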
Target sequence (P08659 whole entry, looked up): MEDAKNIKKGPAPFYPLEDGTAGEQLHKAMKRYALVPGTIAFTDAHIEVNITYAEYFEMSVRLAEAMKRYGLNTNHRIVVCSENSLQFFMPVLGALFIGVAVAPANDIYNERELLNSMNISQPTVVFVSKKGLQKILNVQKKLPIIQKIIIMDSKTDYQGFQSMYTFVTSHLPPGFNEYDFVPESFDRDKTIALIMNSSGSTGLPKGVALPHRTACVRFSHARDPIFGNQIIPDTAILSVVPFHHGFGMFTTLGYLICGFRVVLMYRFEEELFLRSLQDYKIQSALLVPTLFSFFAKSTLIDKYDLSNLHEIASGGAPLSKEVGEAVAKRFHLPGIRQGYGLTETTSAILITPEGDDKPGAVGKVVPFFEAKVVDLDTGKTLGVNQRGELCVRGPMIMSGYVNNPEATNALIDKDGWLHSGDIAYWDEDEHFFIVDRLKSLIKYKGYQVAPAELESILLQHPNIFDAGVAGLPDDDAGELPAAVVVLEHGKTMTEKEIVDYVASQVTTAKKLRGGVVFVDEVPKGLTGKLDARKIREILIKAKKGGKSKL
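Purified P. pyralis luciferase, 10 nM final, with Km-level 10 uM D-luciferin and 10 uM ATP in 50 mM Tris acetate pH 7.5, 10 mM Mg acetate, 0.01% Tween-20, 0.05% BSA; 6-point qHTS titration about 60 µM downward; luminescence read.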
The depositor's hits bear a star; ? = inconclusive; / = not tested or not shown; & = joins results of further samples; [ ] = dose if it differs, or a comment. Unless noted, calls come from the whole dose curve; as a rule, active = well fitted curve in the direction sought with a large enough effect; inconclusive = small, poorly fitted or top-dose-only effect, or another doubt; inactive = no such curve, though single readings can be large; an effect the other way counts as inactive or inconclusive.

SMILES	ELG1 genotoxic	KCNH2 3.1 inh	FBPA coupling cs	uPA generation	RORg inh	NPC1 prom act	Giardia killer	Tb PFK inh	Gal4-VP16 FLuc	Rab9 promoter act	FLuc counter
CCN/C=C(\C#N)S(=O)(=O)c1ccc(Br)cc1	-2%	5	2	6%	22%	2%	13	-5%	0%	2%	1%
Cc1ccc(NC(=O)c2c(C)noc2C)cc1	3%	-2	1	7%	9%	0%	-4	0%	17%	-2%	3%
CC(C)n1c(SCC(=O)N2CCCCC2)nc2c1c(=O)n(C)c(=O)n2C	0%	0	8	-3%	3%	-7%	-14	-2%	-17%	2%	0%
CC(=O)c1cccc(NC(=S)NNC(=O)c2ccc(C)c([N+](=O)[O-])c2)c1	-2%	4	2	-17%	-8%	1%	14	7%	-17%	-2%	?
OCC[C@H]1C[C@@H](O)[C@H](O)[C@@]2(OCc3ccccc32)O1	2%	5	/	13%	/	-2%	-4	-14%	/	0%	0%
CCCCCCCCNc1nc(Cl)nc(NCCN2CCOCC2)n1	0%	-2	5	-1%	4%	-4%	-1	-2%	4%	-1%	-1%
Fc1cccc(CNc2ncnc3cc(Cl)ccc23)c1F	4%	-11	4	-3%	42%	-15%	3	-4%	?	-3%	0%
Nc1c(C2=NCCO2)nnn1Cc1ccccc1	-1%	12	-1	1%	6%	0%	7	-12%	-9%	-1%	3%
CCn1cc(CN2CCC(C(=O)Nc3cccc(-c4cccc(OC)c4)c3)CC2)c(C)n1	1%	-3	/	-4%	-11%	-3%	5	-6%	-4%	2%	-3%
COc1ccc(N(CC(=O)N2CCN(c3ccccc3F)CC2)S(=O)(=O)c2c(C)n[nH]c2C)cc1	1%	-3	0	-1%	19%	-5%	4	-5%	-14%	3%	1%&-10%
Cc1ccc(C(=O)N/C(=C\c2cccnc2)C(=O)N2CCCC2)cc1	1%	1	2	-6%	20%	-6%	-17	1%	4%	1%	3%
O=C(Nc1cc(S(=O)(=O)Nc2ccccc2Cl)ccc1O)c1ccc(F)cc1F	-11%	6	/	4%	/	/	-15	-6%	/	/	/

Entries above that have an aryl methoxy group:
SMILES	ELG1 genotoxic	KCNH2 3.1 inh	FBPA coupling cs	uPA generation	RORg inh	NPC1 prom act	Giardia killer	Tb PFK inh	Gal4-VP16 FLuc	Rab9 promoter act	FLuc counter
CCn1cc(CN2CCC(C(=O)Nc3cccc(-c4cccc(OC)c4)c3)CC2)c(C)n1	1%	-3	/	-4%	-11%	-3%	5	-6%	-4%	2%	-3%
COc1ccc(N(CC(=O)N2CCN(c3ccccc3F)CC2)S(=O)(=O)c2c(C)n[nH]c2C)cc1	1%	-3	0	-1%	19%	-5%	4	-5%	-14%	3%	1%&-10%

Additional entries follow.
SMILES	ELG1 genotoxic	KCNH2 3.1 inh	FBPA coupling cs	uPA generation	RORg inh	NPC1 prom act	Giardia killer	Tb PFK inh	Gal4-VP16 FLuc	Rab9 promoter act	FLuc counter
Cn1cc(S(=O)(=O)Oc2ccccc2)c(=O)n(C)c1=O	9%	0	0	5%	24%	-1%	-19	2%	-10%	2%	-1%
C/C(CCC12CC3CC(CC(C3)C1)C2)=N\NC(N)=S	/	2	-3	?	1.3µM*	-17%	5	-5%	4.5µM*	-1%	1%
CCN(CC)CCN1C(=O)C(O)=C(C(C)=O)C1c1ccccc1 (centres undefined)	1%	/	-1	/	12%	1%	/	-1%	-6%	1%	4%
Cn1nc(N)nc1N1CCN(c2ccc(F)cc2)CC1	4%	-9	2	0%	26%	-2%	-6	1%	19%	1%	2%
COc1ccc(C(=O)C2CCCN(C(=O)CCc3ccccn3)C2)c(C)c1 (centres undefined)	-3%	-1	-1	?	16%	-8%	9	-1%	-2%	3%	2%
Cc1ccc(S(=O)(=O)N2[C@@H](c3ccc(F)cc3)C(C(=O)O)=CC[C@H]2c2ccc(C(C)C)cc2)cc1	0%	-8	/	-5%	/	1%	0	6%	/	9%	1%
CCN(CC)c1ccc(NC(=O)c2cnccn2)cc1S(=O)(=O)Nc1ccc(OC)cc1	0%	-2	1	-8%	?	-1%	26	2%	0%	1%	2%
NNC(=O)c1cc2c(ccc3ccccc32)o1	0%	8	-3	1%	-39%	-2%	-5	-18%	-8%[10 µM]	-2%	-18%
O=C(Cn1nnc(-c2ccccc2NC(=O)c2ccccc2F)n1)NC1CCCC1	?	4	-2	-3%	-4%	-3%	20	6%	3%	-6%	-2%
CN(Cc1nc(-c2ccc(Cl)cc2)no1)C(=O)c1ccco1	1%	-11	4	6%	35%	-3%	-5	0%	-10%	-3%	-18%
O=C(N/N=C/c1ccc2c(c1)OCO2)c1ccc(COCC(F)(F)C(F)F)cc1	?	1	/	-6%	0%	1%	-8	-9%	-10%	9%	-7%
CCCNC(=O)c1ccc2c(=O)n(Cc3ccco3)c(=S)[nH]c2c1	-1%	7	3	-2%	11%	-3%	2	-2%	-7%	-28%	-1%
O=C(Nc1ccc(Cl)cc1)c1ccc2ncsc2c1	?	9	-3	-22%	9%	2.8µM*	-6	-7%	?	3.5µM*	12µM*
CC(O)CNc1nc2ccccc2n1CC(=O)NC12CC3CC(CC(C3)C1)C2 (centres undefined)	0%	-2	1	-1%	6%	-1%	-7	-4%	-1%	13%	-3%
Cc1nc(C(=O)N(C)C)nn1-c1ccc(Cl)cc1Cl	1%	22	4	2%	-2%	-2%	-8	-2%	-1%	-2%	-6%
Cn1c(=N)n(CC(O)c2ccccc2)c2ccccc21 (centres undefined)	8%	-4	-4	-1%	19%	-1%	5	-5%	13%	-8%	-13%
CCC(CO)Nc1ncnc2c1cnn2-c1ccc(Cl)cc1 (centres undefined)	?	-4	-5	?	3%	0.45µM*	6	2%	5%	0.32µM*	1.7µM*
Cc1ccc2nc(C)cc(N/N=C/c3ccc(F)cc3)c2c1	-5%	-3	4	-5%	4%	-3%	3	6%	2%	-5%	-1%
COc1ccc(N=C2C(=O)Nc3ccccc32)cc1	8%	-7	-9	/	8%	1%	21	2%	-7%	1%	-19%
O=C(c1ccc(F)cc1Cl)N1CCN(CCc2ccccc2)CC1	-8%	4	1	-5%	-1%	-4%	-18	-11%	-5%	-5%	0%
O=C(O)/C=C\C(=O)Nc1ccc(N2CCN(c3cccc(Cl)c3)CC2)cc1	2%	7	-10	-2%	-19%	-9%	-2	?	-10%	1%	?
O=C(Nc1nnc(-c2ccco2)o1)c1cccc(Cl)c1	1%	-33	-4	1%	3.5µM*	-4%	10	0%	2.8µM*	-2%	?
O=C(O)c1cc(S(=O)(=O)N2CCOCC2)c(Sc2ccccn2)cc1Sc1ccccn1	7%	-8	-2	-5%	0%	-5%	14	-6%	1%	0%	3%
COC(=O)CON1C(=O)c2ccccc2C1=O	-3%	7	2	0%	-24%	0%	-13	1%	-6%	-4%	1%
O=C(COC(=O)c1cc(-c2cccs2)nn1-c1ccccc1)Nc1cc([N+](=O)[O-])ccc1Cl	-3%	9	2	4%	13%[10 µM]	-7%	8	5%	2%	-5%	0%
COc1ccc(C)cc1NC(=O)C(C)N(c1ccc(C)cc1)S(C)(=O)=O (centres undefined)	0%	9	-1	/	10%	-1%	-9	6%	2%	-6%	-2%
C[C@@H]1CC=C[C@H]2[C@H]1C(=O)N(Cc1ccccc1)[C@H]2c1ccc2ccccc2c1	-6%	?	3	-11%	7%	-5%	-21	3%	?	-6%	5%

Rewritten with each value named: 2 of the compounds above.
molecule: COC(=O)CON1C(=O)c2ccccc2C1=O
  ELG1 genotoxic = -3% | KCNH2 3.1 inh = 7 | FBPA coupling cs = 2 | uPA generation = 0% | RORg inh = -24% | NPC1 prom act = 0% | Giardia killer = -13 | Tb PFK inh = 1% | Gal4-VP16 FLuc = -6% | Rab9 promoter act = -4% | FLuc counter = 1%

molecule: O=C(COC(=O)c1cc(-c2cccs2)nn1-c1ccccc1)Nc1cc([N+](=O)[O-])ccc1Cl
  ELG1 genotoxic = -3% | KCNH2 3.1 inh = 9 | FBPA coupling cs = 2 | uPA generation = 4% | RORg inh = 13%[10 µM] | NPC1 prom act = -7% | Giardia killer = 8 | Tb PFK inh = 5% | Gal4-VP16 FLuc = 2% | Rab9 promoter act = -5% | FLuc counter = 0%
